PME-1 inh: PME-1 inhibitors via competitive probe labeling, primary screen, biochemical, fluorescence polarization, FP-Rh probe, HTS; AID 2130, 2009; recombinant PME-1; hit rate 0.53% among 320,000; inhibition, % at 5.9 µM; Protein phosphatase methylesterase 1 (Homo sapiens), Q9Y570;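 active = inhibition above the campaign mean of all compounds plus 3 SD, cut at about 26% in these data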;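 note: competitive labeling of PME-1 active site by serine hydrolase directed probe; 0% = PME-1 with DMSO and 100% = wells lacking PME-1 enzyme; inhibitors block probe labeling so polarization falls and inhibition rises; many of its hits are not listed in these tables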
Target sequence (Q9Y570 whole entry, looked up): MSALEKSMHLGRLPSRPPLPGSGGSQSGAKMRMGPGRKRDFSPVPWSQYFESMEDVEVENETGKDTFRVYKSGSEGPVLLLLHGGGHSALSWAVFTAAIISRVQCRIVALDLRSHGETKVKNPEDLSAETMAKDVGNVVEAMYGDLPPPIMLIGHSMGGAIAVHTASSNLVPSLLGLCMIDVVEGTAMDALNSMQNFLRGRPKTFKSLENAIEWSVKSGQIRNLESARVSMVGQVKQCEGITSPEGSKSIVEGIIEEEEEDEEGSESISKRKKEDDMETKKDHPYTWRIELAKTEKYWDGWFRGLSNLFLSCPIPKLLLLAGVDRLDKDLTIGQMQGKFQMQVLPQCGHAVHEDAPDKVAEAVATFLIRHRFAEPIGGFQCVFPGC
LYPLA1 inh: LYPLA1 inhibitors, primary screen, counter-screen for PME1 inhibitor project, biochemical, fluorescence polarization, FP-Rh probe ABPP; Acyl-protein thioesterase 1 (Homo sapiens), O75608; recombinant LYPLA1; inhibition, % at 5.9 µM; hit rate 0.16% among 320,000; AID 2174, 2009;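 active = inhibition above the mean of all tested compounds plus 3 SD, set per campaign, cut at about 14% in these data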;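 note: inhibitors block serine hydrolase probe labeling of LYPLA1 so polarization falls; 0% = enzyme with DMSO and 100% = wells lacking LYPLA1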
GSTO1 inh: inhibitors of recombinant GSTO1, primary screen, counter-screen for RBBP9 inhibitor project, biochemical, fluorescence polarization; Glutathione S-transferase omega-1 (Homo sapiens), P78417; activity-based probe fluorescence polarization; inhibition, % at 5.96 µM; hit rate 1.1% among 300,000; AID 1974, 2009;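 active = inhibition above the campaign mean inhibition plus 3 SD, cut at about 35% in these data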;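 note: 0% = GSTO1-1 with DMSO and 100% = wells lacking GSTO1-1 enzyme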
Target sequence (P78417 whole entry, looked up): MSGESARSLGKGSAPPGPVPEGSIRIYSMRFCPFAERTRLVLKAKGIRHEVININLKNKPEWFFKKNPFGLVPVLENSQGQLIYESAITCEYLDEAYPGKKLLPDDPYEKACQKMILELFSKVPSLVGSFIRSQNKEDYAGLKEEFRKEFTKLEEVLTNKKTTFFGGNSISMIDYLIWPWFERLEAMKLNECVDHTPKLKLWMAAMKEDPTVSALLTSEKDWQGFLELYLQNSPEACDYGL
pPAFAH FP inh: pPAFAH enzyme inhibitors, primary screen, biochemical, fluorescence polarization, human; recombinant pPAFAH, FP-rhodamine probe fluorescence polarization; inhibition, % at 3.39 µM; hit rate 1.5% among 330,000;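 active = inhibition above the mean inhibition across the screen plus 3 SD, cut at about 25% in these data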;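 note: inhibitors block binding of the rhodamine activity-based probe so polarization drops; 0% = enzyme with DMSO and 100% = wells lacking pPAFAH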
Target sequence (Q13093 whole entry, looked up): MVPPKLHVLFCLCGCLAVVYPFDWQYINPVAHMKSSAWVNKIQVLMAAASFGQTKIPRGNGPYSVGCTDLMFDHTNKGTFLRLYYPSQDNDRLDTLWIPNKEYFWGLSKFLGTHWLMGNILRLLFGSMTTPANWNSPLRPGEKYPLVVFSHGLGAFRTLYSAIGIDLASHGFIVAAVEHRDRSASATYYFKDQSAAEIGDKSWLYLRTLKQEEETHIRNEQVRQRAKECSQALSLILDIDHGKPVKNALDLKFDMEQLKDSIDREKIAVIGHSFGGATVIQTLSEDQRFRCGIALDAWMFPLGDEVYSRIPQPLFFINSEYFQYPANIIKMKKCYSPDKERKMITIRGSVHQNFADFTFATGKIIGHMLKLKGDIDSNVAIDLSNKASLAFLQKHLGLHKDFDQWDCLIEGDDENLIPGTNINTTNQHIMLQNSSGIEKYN
PAD4 FP inh: human PAD4 inhibitors, primary screen, biochemical, fluorescence polarization, 1536-well format. hit rate 0.41% among 330,000. inhibition, % at 6.36 µM. recombinant PAD4, RCA probe fluorescence polarization. Protein-arginine deiminase type-4 (Homo sapiens), Q9UM07;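 active = percent inhibition above a cutoff equal to the mean of all tested compounds plus 3 SD, cut at about 15% in these data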;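 note: 0% = PAD4 with RCA probe and DMSO and 100% = probe without PAD4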
PAFAH1B3 FP inh: PAFAH1B3 enzyme inhibitors, primary screen, biochemical, fluorescence polarization, human | inhibition, % at 3.39 µM | Platelet-activating factor acetylhydrolase IB subunit alpha1 (Homo sapiens), Q15102 | hit rate 0.28% among 340,000 | recombinant PAFAH1B3, FP-rhodamine probe;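 active = inhibition above the screen-wide average of all tested compounds plus 3 SD, cut at about 25% in these data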;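 note: 0% = enzyme with DMSO only and 100% = wells lacking PAFAH1B3 protein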
PAFAH1B2 FP inh: PAFAH1B2 enzyme inhibitors, primary screen, biochemical, fluorescence polarization, human; AID 492953, 2010; recombinant PAFAH1B2, FP-rhodamine activity probe; hit rate 1.2% among 340,000; inhibition, % at 3.39 µM;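 active = inhibition above the mean of all tested compounds plus 3 SD, cut at about 24% in these data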;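 note: 0% = enzyme with DMSO and 100% = wells lacking PAFAH1B2; many of its hits are not listed in these tables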
PAFAH2 inh: PAFAH2 enzyme inhibitors, primary screen, biochemical, fluorescence polarization, human; hit rate 0.99% among 340,000; inhibition, % at 3.39 µM; recombinant PAFAH2, FP-rhodamine activity probe; Platelet-activating factor acetylhydrolase 2, cytoplasmic (Homo sapiens), Q99487;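 active = inhibition above the mean over all tested compounds plus 3 SD, cut at about 30% in these data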;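 note: inhibitors block probe labeling of enzyme so polarization drops; 0% = enzyme with DMSO and 100% = wells lacking PAFAH2 protein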
LYPLA2 counter: LYPLA2 inhibitors, primary screen, counter-screen for PME1 inhibitor project, biochemical, fluorescence polarization, FP-Rh probe ABPP; inhibition, % at 5.9 µM; recombinant LYPLA2; hit rate 0.38% among 320,000; AID 2177, 2009;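 active = inhibition above the screen-wide mean plus 3 SD, limit set per campaign, cut at about 26% in these data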;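 note: 0% = LYPLA2 with DMSO and 100% = wells lacking LYPLA2 enzyme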
Numbers without * were called inactive; x = not tested or not shown. The list is partial (hit frequency here may not be typical).

SMILES | PME-1 inh | LYPLA1 inh | GSTO1 inh | pPAFAH FP inh | PAD4 FP inh | PAFAH1B3 FP inh | PAFAH1B2 FP inh | PAFAH2 inh | LYPLA2 counter
COc1ccccc1N1CCN(C(=O)C2CCN(S(=O)(=O)c3ccc4c(c3)CC(C)N4C(=O)C3CC3)CC2)CC1 (configuration not stated) | 2 | 10 | 7 | 9 | -2 | 5 | 5 | 4 | 6
CCc1ccc(NC(=O)C(CC)c2ccccc2)cc1 (configuration not stated) | -3 | -4 | 3 | -3 | -3 | 3 | 9 | -1 | -4
Cc1cccc(C)c1NC(=O)CSc1nc(-c2ccco2)cc(C(F)(F)F)n1 | 0 | -5 | 10 | 1 | 0 | -4 | -5 | -3 | 3
O=C(Nc1cccc(Cl)c1N1CCOCC1)c1cccs1 | 4 | -3 | -9 | -4 | -1 | 10 | 0 | 1 | -7
COC(=O)c1ccccc1NC(=O)C/C(C)=N/NC(=O)Cc1ccc(Cl)cc1 | 5 | -1 | 15 | 0 | 5 | 11 | 10 | 7 | -4
CC(C)CCNC(=O)C12CN(Cc3ccccc3)CC1C(c1cccc([N+](=O)[O-])c1)=NO2 (configuration not stated) | -5 | -4 | -1 | 7 | -4 | 7 | 0 | 2 | -2
O=C(CN1C(=O)/C(=C/c2ccccc2)SC1=S)NNC(=O)c1ccccc1O | -4 | -2 | 14 | 10 | -4 | 12 | 0 | 22 | -2
COc1ccccc1C(=O)N/C(=C/c1ccc(Br)cc1)C(=O)N1CCCC1 | 0 | -2 | -2 | 5 | -3 | 8 | 6 | 9 | -4
COc1ccc(CNC(=O)CN2C(=O)NC(Cc3ccccc3)(c3ccccc3)C2=O)cc1OC (configuration not stated) | 5 | 0 | x | 1 | -3 | -4 | 8 | -4 | 3
O=C(NC1CCS(=O)(=O)C1)c1cccc(S(=O)(=O)N2CCCCCC2)c1 (configuration not stated) | 3 | 2 | 0 | -3 | -1 | 3 | 7 | 13 | -3
COc1ccc(NS(=O)(=O)c2cc(NC(=O)CC3CCCC3)ccc2N2CCOCC2)cc1 | -1 | -2 | 0 | 7 | -4 | 4 | 8 | -4 | -1
O=C(Cc1c(O)c2ccccc2[nH]c1=O)N(Cc1ccccc1)Cc1ccccc1 | -3 | 4 | 0 | 4 | 0 | 2 | 19 | -5 | -2
OCC[C@H]1C[C@H](O)[C@@H](O)[C@]2(CCCc3ccccc3O2)O1 | 0 | -4 | 4 | 1 | -4 | 7 | -1 | 4 | -3
CCOC(=O)N1CCN(C(=O)CCC(=O)N2CCOc3ccc(C)cc32)CC1 | -4 | -2 | -3 | 0 | 0 | 7 | 0 | 9 | 0
O=C(Nc1c[nH]c(=O)[nH]c1=O)c1ccc([N+](=O)[O-])cc1 | -4 | -4 | 5 | 3 | -5 | 7 | -3 | -2 | 2
COc1cc(C(=O)N2CCC(NC(=O)C(Cc3ccccc3)NC(C)=O)CC2)cc(OC)c1OC (configuration not stated) | 1 | 3 | 5 | 6 | 8 | 9 | 2 | -4 | 7
CCCC(=Nc1ccccc1)C1=C(O)C(C(=O)OC)C(C)(C)CC1=O (configuration not stated) | 2 | 1 | 1 | 2 | -2 | 1 | 1 | 0 | -3
COc1ccc(C(=O)NC(=S)N2CCNC(=O)C2CC(=O)OC(C)C)cc1 (configuration not stated) | 1 | 0 | 5 | -1 | 6 | 5 | 3 | 1 | 4
CCOC(=O)C1CCN(C(=S)Nc2ccc(C)cc2)CC1 | 2 | 4 | -3 | 11 | 0 | 12 | -2 | 3 | 10
C[C@@H]1CC=C[C@H]2[C@H]1C(=O)N(Cc1ccccc1)[C@H]2c1ccc(C(F)(F)F)cc1 | 2 | -4 | 7 | 1 | 1 | 6 | -3 | 1 | 0
Cc1c(NC(=O)c2ccc(N3C(=O)C4C5C=CC(C5)C4C3=O)cc2)c(=O)n(-c2ccccc2)n1C (configuration not stated) | -2 | -3 | -5 | -2 | -6 | -6 | 3 | -4 | -6
COc1cc(/C=C2\C(=O)N(c3ccccc3)N=C2C)ccc1Oc1ccc([N+](=O)[O-])cc1[N+](=O)[O-] | 10 | 0 | 33 | 6 | 44* | 15 | 3 | 5 | 31*
COc1ccc(C)cc1NC(=O)C1CCN(C(=O)C2CC(=O)N(c3ccc(C)cc3)C2)CC1 (configuration not stated) | 6 | 4 | -1 | 5 | 5 | 5 | 1 | 2 | -1
CCOC(=O)N1c2ccccc2C=CC1OCC (configuration not stated) | 2 | -3 | 4 | 6 | -3 | x | x | x | 1
COc1ccccc1[C@@H]1C(c2cccc(C)c2)=NN(c2ccc(Br)cc2)[C@H]1C(=O)N1CCOC1=O | x | x | x | 23 | 7 | 5 | 4 | 3 | x
SMILES | PME-1 inh | LYPLA1 inh | GSTO1 inh | pPAFAH FP inh | PAD4 FP inh | PAFAH1B3 FP inh | PAFAH1B2 FP inh | PAFAH2 inh | LYPLA2 counter
CCN1C(=O)/C(=C/c2ccc(OCc3ccc(C(=O)O)cc3)c(Cl)c2)NC1=S | -13 | 1 | -16 | 2 | 1 | -2 | 6 | 0 | 0
C/C(N)=C(/C#N)C(=O)CSc1nnc(C)n1-c1ccccc1 | 1 | -1 | 8 | 3 | -3 | 9 | 13 | 9 | -1
C=CCN(C(=O)CNS(=O)(=O)c1ccccc1)C(C(=O)NCCOC)c1cccnc1 (configuration not stated) | 0 | -3 | -2 | 1 | 0 | 4 | 4 | 4 | 1
N#Cc1c(-n2ccnc2)cccc1-n1ccnc1 | -1 | 3 | 5 | 2 | 4 | 2 | 4 | -7 | 1
COc1ccc(C(=O)Nn2cnc3scc(-c4cccs4)c3c2=O)c(O)c1 | 0 | -3 | 24 | 4 | -1 | 15 | 9 | -1 | -5
CCc1ccc(NC(=O)C(NS(=O)(=O)c2cccc3nsnc23)c2ccccc2)cc1 (configuration not stated) | -2 | -4 | -1 | -1 | 6 | 1 | 3 | 4 | -9
C[C@H]1CN([C@@H](C)CO)C(=O)c2cc(NC(=O)Cc3ccccc3)ccc2O[C@H]1CN(C)Cc1ccccc1 | x | x | x | 4 | 0 | 4 | 2 | 12 | x
Cc1cccc(OCCCn2ccnc2)c1 | -6 | 2 | 0 | 0 | -2 | -1 | 0 | -1 | 1
COc1ccc(N(C)S(=O)(=O)c2cccc(C(=O)NC3CCCCCC3)c2)cc1 | 5 | -2 | -12 | 5 | -1 | 8 | 2 | 7 | -1
Cc1cc(C)nc(NS(=O)(=O)c2ccc(NC(=O)c3snnc3C)cc2)n1 | -6 | 2 | 0 | 4 | 2 | 8 | -3 | 2 | 1
Cc1cc([N+](=O)[O-])nn1CCCC(=O)Nc1c(C)n(C)n(-c2ccccc2)c1=O | -1 | 7 | 9 | 0 | 3 | 0 | 3 | -3 | 9
CCc1noc(C)c1C(=O)Nc1nc(-c2ccc(OC)cc2)cs1 | 0 | 1 | 7 | 4 | 2 | 9 | 5 | 1 | 2
Cc1c(C(=O)NCC2CCCO2)oc2ccc3c(c12)C(=O)CC(C)(C)O3 (configuration not stated) | -6 | 1 | -1 | 3 | 2 | 0 | 5 | 1 | 6
CSc1ccc(/C=C(/NC(=O)c2ccco2)C(=O)N2CCCCCC2)cc1 | -2 | 1 | 0 | 2 | 8 | 3 | 0 | -5 | 5
CCCCn1c(N)c(N(CCOC)C(=O)c2sc3ccccc3c2Cl)c(=O)[nH]c1=O | 3 | -4 | 2 | 0 | -4 | 1 | 7 | 4 | -9
CCN1CCN(CCOCCOc2ccccc2)CC1 | -1 | 4 | -4 | 3 | -2 | 8 | 6 | 0 | 6
COc1ccc(-n2cnc3scc(-c4ccccc4)c3c2=O)cc1 | -5 | -1 | -4 | 0 | 3 | 2 | -2 | 1 | 1
CCCCCSc1nnc(N)s1 | 4 | 1 | -6 | 1 | 0 | 0 | 4 | 16 | 7
CCOc1ccc(C(=O)NCc2ccco2)cc1OCC | 4 | 0 | 0 | 1 | 2 | 2 | 6 | -3 | 7
CCn1c(NCCc2ccc(OC)c(OC)c2)nc2c1c(=O)n(C)c(=O)n2C | -5 | -3 | 0 | -4 | 2 | -3 | -7 | -4 | -7
COc1ccc(Br)cc1C(=O)Nc1nnn(C)n1 | -4 | 1 | -5 | 2 | -1 | -11 | 2 | -18 | 2
CCOC(=O)c1cc(C#N)c(SCc2ccc(C#N)cc2)nc1C | 4 | 4 | -3 | 6 | -6 | 7 | 4 | -2 | 4
CCOC(=O)c1ccc(NCc2nc3ccccc3n2C)cc1 | 3 | 1 | 3 | 2 | -7 | -4 | 1 | -11 | 4
CC(=O)N1CCN(S(=O)(=O)c2cccc(C(=O)NCc3ccc(F)cc3)c2)CC1 | x | x | x | 2 | -4 | 10 | -3 | 1 | x
Cc1cc(NS(=O)(=O)c2ccc(NC(=S)NC(=O)c3cccnc3)cc2)no1 | 7 | 3 | 4 | 4 | 3 | 2 | -1 | 4 | 8
SMILES | PME-1 inh | LYPLA1 inh | GSTO1 inh | pPAFAH FP inh | PAD4 FP inh | PAFAH1B3 FP inh | PAFAH1B2 FP inh | PAFAH2 inh | LYPLA2 counter
CC(C)[C@@H](CSc1ccccc1)N1CCN(Cc2ccccc2)CCC1=O | 1 | 0 | 1 | 4 | -6 | -2 | 6 | 2 | 2
CC(Oc1cc2oc(=O)c3c(c2cc1Cl)CCC3)C(=O)NCC1CCC(C(=O)O)CC1 (configuration not stated) | -7 | 3 | 1 | 3 | -3 | 3 | 1 | -1 | 3
CO/N=C(/CNC(=O)c1ccc(F)cc1)c1ccc(Cl)cc1 | 1 | 2 | 1 | 1 | -6 | 5 | 6 | -1 | -4
OCC#Cc1ncc(C(F)(F)F)cc1Cl | -3 | 2 | 83* | 4 | -2 | 28* | 1 | -3 | 0
COc1cc2c(cc1OC)C(C)N(C(=O)c1sc(-c3cnccn3)nc1C)CC2 (configuration not stated) | 0 | -1 | 5 | 5 | 1 | x | x | x | 5
COC(=O)CCC(=O)OC1(C)C(=O)C=C2C=C(C3CC3)N(Cc3ccc4c(c3)OCO4)C=C2C1=O (configuration not stated) | 11 | 6 | 44* | 4 | 0 | 4 | 3 | 16 | 2
C/C(CC(=O)Nc1ccc2c(c1)OCCO2)=N\NC(=O)COc1ccccc1 | 2 | 3 | 5 | 0 | 4 | 4 | 4 | -5 | 11
FC(F)Sc1ccc(-n2cc(-c3ccc(Cl)cc3)[n+]3c2CCC3)cc1 | 3 | -2 | 5 | 7 | 1 | 2 | 2 | 7 | 15
O=S(=O)(Nc1ncccn1)c1ccccc1 | -3 | -2 | 7 | 6 | -1 | 10 | -4 | 2 | 1
c1cncc(-c2nc(N3CCCCCC3)c3ccccc3n2)c1 | 7 | 0 | 7 | 3 | -2 | -3 | 1 | -2 | 7

Records above shown as hits in PAFAH1B3 FP inh.
Compound	PME-1 inh	pPAFAH FP inh	PAD4 FP inh	PAFAH1B3 FP inh	PAFAH1B2 FP inh	PAFAH2 inh
OCC#Cc1ncc(C(F)(F)F)cc1Cl	-3	4	-2	28*	1	-3
